MT1-MMP act inh – inhibitors of human MT1-MMP activation. HT1080 RFP-PRO-GFP cells, GFP/RFP ratio fluorescence, overnight; percent of plate control window, DMSO zero. GFP/RFP ratio change, % at 20 µM. 360,000 tested, 0.061% active;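 active = GFP/RFP ratio change of at least 30% with cell ATP level not reduced by more than half and red fluorescence within 50% of control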; also: strong numbers were not always called active
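system = RFP-PRO-GFP reporter HT1080 cells | dosing = 20 µM single dose, 1% DMSO | timing = overnight cell settling, then overnight compound exposure, 37 °C, 5% CO2 | read-out basis = GFP/RFP fluorescence ratio | controls = DMSO and RFP-L50D-GFP cell wells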
SKN-1 inh – inhibitors of C. elegans SKN-1 | AID 624304 | C. elegans VP596 Pgst-4::GFP/RFP ratio, acrylamide-induced, 24 h | inhibition, % at 21.8 µM | 360,000 tested, 0.49% active;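 active = interference check ratio from 0.5 to 1.5 plus GFP to RFP signal ratio inhibition reaching or exceeding a fixed threshold, cut at about 30% in these data, passing the limit was not always enough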; also: some compounds called inactive have numbers as strong as hits
CendR NRP1 mod – modulators of CendR peptide binding to human neuropilin-1; O14786; FAM-RPARPAR peptide binding to NRP-1, fluorescence polarization; inhibition, % at 25 µM; 360,000 tested, 0.85% active; AID 602438;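 active = inhibition or corrected inhibition above about 18%, plus a signal ratio from 0.5 to 1.5, limit read from the data, passing the limit was not always enough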; also: strong numbers were not always called active
Target sequence (O14786 whole entry, looked up): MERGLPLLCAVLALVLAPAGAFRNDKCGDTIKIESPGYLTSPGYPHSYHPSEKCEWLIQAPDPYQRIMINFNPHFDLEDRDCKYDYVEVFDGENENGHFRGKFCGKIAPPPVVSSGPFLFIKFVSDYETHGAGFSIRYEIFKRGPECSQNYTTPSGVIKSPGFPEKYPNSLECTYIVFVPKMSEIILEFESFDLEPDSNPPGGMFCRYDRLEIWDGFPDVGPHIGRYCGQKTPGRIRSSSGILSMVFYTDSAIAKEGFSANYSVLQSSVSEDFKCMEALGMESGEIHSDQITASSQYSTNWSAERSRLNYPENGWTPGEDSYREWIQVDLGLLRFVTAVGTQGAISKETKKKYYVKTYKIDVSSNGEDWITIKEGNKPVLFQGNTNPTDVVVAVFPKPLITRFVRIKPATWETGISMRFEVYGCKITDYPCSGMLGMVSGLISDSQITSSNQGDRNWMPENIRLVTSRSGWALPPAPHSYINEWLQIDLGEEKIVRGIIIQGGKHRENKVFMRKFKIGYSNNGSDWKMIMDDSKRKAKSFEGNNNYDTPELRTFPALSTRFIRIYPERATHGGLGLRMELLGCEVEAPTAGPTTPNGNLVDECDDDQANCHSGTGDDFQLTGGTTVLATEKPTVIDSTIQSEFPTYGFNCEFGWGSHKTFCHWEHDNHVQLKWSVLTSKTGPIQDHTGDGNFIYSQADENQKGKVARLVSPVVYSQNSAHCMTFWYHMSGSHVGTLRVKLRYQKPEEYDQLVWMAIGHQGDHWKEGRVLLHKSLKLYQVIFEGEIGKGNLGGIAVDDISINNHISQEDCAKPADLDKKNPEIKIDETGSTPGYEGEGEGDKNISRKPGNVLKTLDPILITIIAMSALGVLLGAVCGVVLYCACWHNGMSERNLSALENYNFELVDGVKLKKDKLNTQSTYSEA
FAS TE block – FAS thioesterase (human) inhibition | recombinant FAS-TE, OMFH fluorogenic substrate, fluorescence endpoint | inhibition, % at 15 µM | 360,000 tested, 0.67% active;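 active = compounds whose normalised, plate-corrected inhibition of enzyme fluorescence in the single-dose primary screen is 50% or more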;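 also: 0% = DMSO with enzyme and 100% = substrate without enzyme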
eLon inh – inhibits E. coli Lon protease; P0A9M0; purified E. coli Lon protease, fluorescence polarization; inhibition, % at 7.94 µM; 360,000 tested, 0.42% active; in the data active = inhibition above about 13%, passing the limit was not always enough;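 also: 0% = enzyme with probe and DMSO and 100% = no enzyme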
MsrA act – activates bovine MsrA enzyme | activation, % at 10.6 µM | purified bovine MsrA, absorbance read-out | AID 602163 | 360,000 tested, 0.3% active; in the data active = activation above about 7.5%;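 also: 0% = vehicle and 100% = reference activator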
MsrA inhibitor – bovine MsrA inhibition | purified bovine MsrA, absorbance read-out | inhibition, % at 15.5 µM | 360,000 tested, 0.75% active; in the data active = inhibition above about 4.5%;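 also: 0% = vehicle wells with enzyme and 100% = reference inhibitor wells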
Rin1 Abl inh – blocks binding of human Rin1 to Abl; AID 588664; TR-FRET Rin1/Abl binding, biochemical; 360,000 tested, 0.4% active; inhibition, % at 7.35 µM; P00519+Q13671; in the data active = inhibition above about 5%, passing the limit was not always enough
Neddyl block – cullin neddylation inhibition; P61081+Q13564; TR-FRET cullin neddylation, biochemical; calls only at 25 µM; 360,000 tested, 0.58% active; AID 651699; in the data active = inhibition above about 36%
Active calls of the source: *.

How did Cc1cc2cc(CNC(=S)NC3CCCCC3)ccc2n1C do in these assays?
MT1-MMP act inh: 23.9; SKN-1 inh: 22.1; CendR NRP1 mod: 7.1; FAS TE block: -71.5; eLon inh: 10.7; MsrA act: -8.3; MsrA inhibitor: 1.1; Rin1 Abl inh: -12.2; Neddyl block: inactive

Results for COC(=O)Cc1nnc(Nc2cccc(C)c2)c2ccccc12 ?
MT1-MMP act inh: 2.3; SKN-1 inh: 6.5; CendR NRP1 mod: -10.9; FAS TE block: -4.0; eLon inh: 9.0; MsrA act: 0.9; MsrA inhibitor: 0.3; Rin1 Abl inh: -4.0; Neddyl block: inactive

How did O=C(CN1CCC(NC(=O)C2CCCCC2)CC1)NCc1ccco1 do in these assays?
MT1-MMP act inh: 1.0; SKN-1 inh: -7.1; CendR NRP1 mod: 0.2; FAS TE block: -0.7; eLon inh: 4.7; MsrA act: -0.5; MsrA inhibitor: 0.2; Rin1 Abl inh: 2.9; Neddyl block: inactive

How did COC(c1ccccc1)c1nnc(CCC(=O)N(C)C(C2CC2)C2CC2)o1 (centres undefined) do in these assays?
MT1-MMP act inh: -3.9; SKN-1 inh: -9.4; CendR NRP1 mod: 2.2; FAS TE block: -6.1; eLon inh: -4.2; MsrA act: -2.8; MsrA inhibitor: 0.0; Rin1 Abl inh: 3.2; Neddyl block: inactive

How did O=C(c1ccccc1)N1CN2CN(C(=O)c3ccccc3)CC([N+](=O)[O-])(C2)C1 do in these assays?
MT1-MMP act inh: -3.1; SKN-1 inh: 6.3; CendR NRP1 mod: 7.7; FAS TE block: -4.4; eLon inh: -9.5; MsrA act: -2.9; MsrA inhibitor: -0.4; Rin1 Abl inh: -1.5; Neddyl block: inactive

Results for Cc1ccc(CNC(=O)COC(=O)C2CCN(S(=O)(=O)c3cccs3)CC2)cc1 ?
MT1-MMP act inh: 0.1; SKN-1 inh: -7.6; CendR NRP1 mod: -3.9; FAS TE block: -5.1; eLon inh: -4.7; MsrA act: -1.5; MsrA inhibitor: 1.1; Rin1 Abl inh: -1.6; Neddyl block: inactive

How did CC(=O)c1c(C)nn(CC(O)Cn2c3c(c4cc(C)ccc42)CCCC3=O)c1C (centres undefined) do in these assays?
MT1-MMP act inh: 2.3; SKN-1 inh: -10.1; CendR NRP1 mod: -7.8; FAS TE block: 1.8; eLon inh: -6.3; MsrA act: -2.4; MsrA inhibitor: 1.6; Rin1 Abl inh: -0.3

Results for Cc1cccc(CNC(=O)c2cc(S(=O)(=O)N3CCOCC3)cn2C)c1 ?
MT1-MMP act inh: 0.9; SKN-1 inh: -4.3; CendR NRP1 mod: 12.6; FAS TE block: -7.1; eLon inh: -3.0; MsrA act: -2.2; MsrA inhibitor: 0.0; Rin1 Abl inh: 3.0; Neddyl block: inactive

What do the screens show for `O=C(COC(=O)/C=C/c1ccc(OC(F)F)cc1)NCc1cccs1`?
MT1-MMP act inh: 3.5; SKN-1 inh: -5.0; CendR NRP1 mod: 3.7; FAS TE block: -11.1; eLon inh: 2.6; MsrA act: -1.6; MsrA inhibitor: -0.5; Rin1 Abl inh: -2.1; Neddyl block: inactive

How did COc1ccc(C(C(=O)NC2CCCCC2)N(C(=O)CCl)c2ccc(C)cc2)cc1 (centres undefined) do in these assays?
MT1-MMP act inh: -17.9; SKN-1 inh: 0.7; CendR NRP1 mod: -8.9; FAS TE block: 0.5; eLon inh: 8.8; MsrA act: -1.6; MsrA inhibitor: -2.1; Rin1 Abl inh: 0.8; Neddyl block: inactive

How did COc1cccc(N2CCN(C(=O)C3CCN(C(=O)Nc4ccccc4)CC3)CC2)c1 do in these assays?
SKN-1 inh: 0.6; CendR NRP1 mod: -7.8; FAS TE block: -9.3; eLon inh: -4.9; MsrA act: -11.9; MsrA inhibitor: 0.7; Rin1 Abl inh: 2.3; Neddyl block: inactive

How did O=c1c(=NNc2ccccc2Cl)c(=O)c2ccccc12 do in these assays?
MT1-MMP act inh: 4.3; SKN-1 inh: 10.0; CendR NRP1 mod: 10.8; FAS TE block: -3.4; eLon inh: -1.2; MsrA act: -1.5; MsrA inhibitor: -0.5; Rin1 Abl inh: -0.1; Neddyl block: inactive

What do the screens show for `COc1ccc(OCC(=O)N2CCN(C(=O)COc3ccccc3)CC2)cc1`?
MT1-MMP act inh: -5.3; SKN-1 inh: 4.4; CendR NRP1 mod: -3.6; FAS TE block: -5.5; eLon inh: 7.3; MsrA act: -4.4; MsrA inhibitor: -0.7; Rin1 Abl inh: -0.2; Neddyl block: inactive

What do the screens show for `FC(F)(F)c1cccc(Oc2nc(-c3ccccc3)nnc2C(F)(F)F)c1`?
MT1-MMP act inh: -2.3; SKN-1 inh: -2.3; CendR NRP1 mod: 1.3; FAS TE block: 9.6; eLon inh: 0.7; MsrA act: 0.9; MsrA inhibitor: 1.4; Rin1 Abl inh: -1.7; Neddyl block: inactive

Results for COc1ccc(-n2cc(-c3ccccc3)c3c(N4CCN(CCO)CC4)ncnc32)cc1 ?
MT1-MMP act inh: 2.5; SKN-1 inh: -1.4; CendR NRP1 mod: -5.2; FAS TE block: 1.0; eLon inh: 8.4; MsrA act: 0.7; Rin1 Abl inh: 0.3; Neddyl block: inactive

How did CC(=O)NCC(=O)N1CCCC(C(=O)c2ccc(Oc3ccccc3)cc2)C1 (centres undefined) do in these assays?
MT1-MMP act inh: -0.7; SKN-1 inh: 0.7; CendR NRP1 mod: 8.7; FAS TE block: -6.4; eLon inh: -4.1; MsrA act: -3.7; MsrA inhibitor: 0.8; Rin1 Abl inh: -2.8; Neddyl block: inactive

How did CCC1(C(=O)OC)CCc2c(cc(OC)c3ccccc23)C1=O (centres undefined) do in these assays?
MT1-MMP act inh: 2.1; SKN-1 inh: 7.7; CendR NRP1 mod: -8.7; FAS TE block: 26.3; eLon inh: -3.0; MsrA act: -3.1; Rin1 Abl inh: -0.6

Results for C[C@@H]1CN(c2c(F)c(F)c3c(=O)c(C(=O)O)cn(C4CC4)c3c2F)C[C@H](C)N1 ?
MT1-MMP act inh: -1.4; SKN-1 inh: -7.1; CendR NRP1 mod: 2.0; FAS TE block: -6.9; eLon inh: -7.5; MsrA act: -2.6; MsrA inhibitor: 1.5; Rin1 Abl inh: 2.6; Neddyl block: active

What do the screens show for `CN(CCc1ccccc1)C1CCCN(S(=O)(=O)CC(F)(F)F)C1` (centres undefined)?
MT1-MMP act inh: 4.1; SKN-1 inh: 5.4; CendR NRP1 mod: -2.4; FAS TE block: -1.4; eLon inh: -4.6; MsrA act: -3.6; MsrA inhibitor: -1.5; Rin1 Abl inh: -0.1; Neddyl block: inactive

Results for CN(C)CCCNc1ccc(-c2nn(C)c(=O)c3ccccc23)cc1[N+](=O)[O-] ?
MT1-MMP act inh: 11.2; SKN-1 inh: 6.1; CendR NRP1 mod: 6.1; FAS TE block: -2.9; eLon inh: -0.6; MsrA act: -0.8; MsrA inhibitor: -0.2; Rin1 Abl inh: -6.6; Neddyl block: inactive

What do the screens show for `CC(C)Oc1ccc(C(=O)OCC(=O)NCCNC(=O)COC(=O)c2ccc(OC(C)C)cc2)cc1`?
MT1-MMP act inh: 2.3; SKN-1 inh: 16.7; CendR NRP1 mod: 11.6; FAS TE block: 11.6; eLon inh: 8.2; MsrA act: -1.4; MsrA inhibitor: -1.0; Rin1 Abl inh: -3.0; Neddyl block: inactive

Results for CCCNC(=S)Nc1ccc(Br)cc1 ?
MT1-MMP act inh: 0.8; SKN-1 inh: 15.4; CendR NRP1 mod: -1.9; FAS TE block: -5.8; eLon inh: -8.8; MsrA act: -1.5; MsrA inhibitor: -1.6; Rin1 Abl inh: -3.6; Neddyl block: inactive

How did CCCCCc1cc(=O)oc2c(C(CCN(CC)CC)c3ccc(OC)cc3)c(OC)cc(OC)c12 (centres undefined) do in these assays?
MT1-MMP act inh: -5.8; SKN-1 inh: -17.7; CendR NRP1 mod: -9.3; FAS TE block: -3.4; eLon inh: -0.7; MsrA act: 0.2; MsrA inhibitor: -0.2; Rin1 Abl inh: 0.3

How did CCCC[C@@H](CNC)NC[C@H](NCCCCC1CCCCC1)C(C)C do in these assays?
MT1-MMP act inh: 0.6; SKN-1 inh: -2.9; CendR NRP1 mod: 22.4; FAS TE block: -2.9; eLon inh: 6.2; MsrA act: -7.1; MsrA inhibitor: -0.6; Rin1 Abl inh: -3.2; Neddyl block: inactive

How did Cc1ccc(C(=O)N/C(=C/c2ccco2)C(=O)O)cc1 do in these assays?
MT1-MMP act inh: -8.1; SKN-1 inh: 16.3; CendR NRP1 mod: -2.9; FAS TE block: -7.0; eLon inh: -4.3; MsrA act: -5.7; MsrA inhibitor: 1.1; Rin1 Abl inh: -1.6; Neddyl block: inactive

Results for Cn1c(=O)n(C)c2cc(/C=C3/SC(=O)N(CC(=O)N4CCOCC4)C3=O)ccc21 ?
MT1-MMP act inh: 10.0; SKN-1 inh: 11.9; CendR NRP1 mod: -10.7; FAS TE block: -10.6; eLon inh: -7.2; MsrA act: -3.9; MsrA inhibitor: 4.8*; Rin1 Abl inh: -5.1; Neddyl block: inactive

Results for C[C@H](C[C@H](O)[C@H]1OC1(C)C)C1=C2C[C@H](O)C3[C@@]4(C)CCC(=O)C(C)(C)C4CC[C@]3(C)[C@@]2(C)CC1 (some centres undefined) ?
MT1-MMP act inh: 1.1; SKN-1 inh: -11.3; CendR NRP1 mod: 3.9; FAS TE block: 4.2; eLon inh: 4.0; MsrA act: 2.2; MsrA inhibitor: -0.5; Rin1 Abl inh: 0.3; Neddyl block: inactive

How did CN1CCN(c2nc3c(c(=O)[nH]c(=O)n3C)n2CCSc2nc3ccccc3s2)CC1 do in these assays?
MT1-MMP act inh: -1.9; SKN-1 inh: -7.3; CendR NRP1 mod: 4.8; FAS TE block: -5.7; eLon inh: 2.0; MsrA act: -1.1; MsrA inhibitor: 0.1; Rin1 Abl inh: -0.8; Neddyl block: inactive

Results for CCOc1ccc(NC(=O)COc2nsnc2N2CCCCC2)cc1 ?
MT1-MMP act inh: 6.4; SKN-1 inh: 3.8; CendR NRP1 mod: 6.4; FAS TE block: 8.2; eLon inh: -1.4; MsrA act: -1.8; MsrA inhibitor: 0.7; Rin1 Abl inh: 0.8; Neddyl block: inactive

How did Cn1c(=O)[nH]c(NC2CCCCC2)c(N=O)c1=O do in these assays?
MT1-MMP act inh: 1.8; SKN-1 inh: 3.0; CendR NRP1 mod: -0.3; FAS TE block: -11.7; eLon inh: 8.8; MsrA act: -14.7; MsrA inhibitor: 1.4; Rin1 Abl inh: 1.8; Neddyl block: inactive

How did CCOc1cc(N2CCOCC2)c(OCC)cc1NC(=O)COC(=O)c1ccc([N+](=O)[O-])o1 do in these assays?
MT1-MMP act inh: 0.8; SKN-1 inh: 3.5; CendR NRP1 mod: -6.0; FAS TE block: 1.0; eLon inh: -5.0; MsrA act: -0.2; MsrA inhibitor: 0.2; Rin1 Abl inh: 1.8; Neddyl block: inactive

Results for CC1CCc2sc3ncnc(N4CCN(CCO)CC4)c3c2C1 (centres undefined) ?
MT1-MMP act inh: -6.3; SKN-1 inh: -3.4; CendR NRP1 mod: 6.1; FAS TE block: -2.2; eLon inh: -13.9; MsrA act: -1.5; MsrA inhibitor: -0.4; Rin1 Abl inh: -0.9; Neddyl block: inactive

How did O=C(OCc1cc(=O)n2ccsc2n1)C1(c2ccc(Cl)cc2)CC1 do in these assays?
MT1-MMP act inh: -1.6; SKN-1 inh: -4.9; CendR NRP1 mod: -6.7; FAS TE block: 2.4; eLon inh: 7.8; MsrA act: -9.2; MsrA inhibitor: 0.0; Rin1 Abl inh: 3.0; Neddyl block: inactive

2 records picked at random from the list so far, as already listed:
Results for C[C@H](C[C@H](O)[C@H]1OC1(C)C)C1=C2C[C@H](O)C3[C@@]4(C)CCC(=O)C(C)(C)C4CC[C@]3(C)[C@@]2(C)CC1 (some centres undefined) ?
MT1-MMP act inh: 1.1; SKN-1 inh: -11.3; CendR NRP1 mod: 3.9; FAS TE block: 4.2; eLon inh: 4.0; MsrA act: 2.2; MsrA inhibitor: -0.5; Rin1 Abl inh: 0.3; Neddyl block: inactive

How did CCC1(C(=O)OC)CCc2c(cc(OC)c3ccccc23)C1=O (centres undefined) do in these assays?
MT1-MMP act inh: 2.1; SKN-1 inh: 7.7; CendR NRP1 mod: -8.7; FAS TE block: 26.3; eLon inh: -3.0; MsrA act: -3.1; Rin1 Abl inh: -0.6

From PubChem
